High-throughput results: PubChem BioAssay, National Center for Advancing Translational Sciences (NCATS)
ERG-DNA inh = qHTS for Small Molecule Inhibitors of the ERG Ets/DNA interaction | Transcriptional regulator ERG (Homo sapiens), P11308 | fluorescence polarization, His-ERG Ets domain / labelled DNA | Potency, µM (series often up to 76.9 µM), for inactives: at the highest dose FP activity, negative = inhibition, usual class: inhibitors | 0.028% of 370,000 active | AID 624246, 2012; active means well fitted inhibition curve with a large enough effect in the polarisation, with a control signal flat; inconclusive means small, poorly fitted or top-dose-only effect, or effect the other way, or a change in a side signal; inactive means no such curve, though single readings can be large or run the other way; the % refers to the polarisation;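 further: polarization taken with two DNA probes labelled with fluorescein and Texas red; potency means the concentration at half of the fitted maximal effect; % of control where 0% means no effect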
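His-tagged ERG Ets domain (1 uM in the protein solution; 300mM KCl, 50mM Tris-HCl, 1mM EDTA, 1mM DTT, pH 7.5) received compound, then a probe mix of 5 nM fluorescein-DNA and 100nM Texas-615-DNA. Fluorescence polarization was read for both dyes.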
JMJD2A Tudor = qHTS Assay for Inhibitors of JMJD2A-Tudor Domain; Lysine-specific demethylase 4A (Homo sapiens), O75164; AlphaScreen JMJD2A-Tudor / H3K4me3 peptide binding; Potency, µM (series often up to 114 µM), for the others: at the highest dose activity change, negative = inhibition, usual class: inhibitors; 4.4% of 390,000 active; further: potency means the concentration at half of the fitted maximal effect; on the % scale 0 is the no-effect control and ±100 the full control effect; nearly all actives have a fitted effect of over 50% in size
PI4K2A block = qHTS for small molecular inhibitors of PI4K2A. activity change, negative = inhibition, % at 76.9 µM. Phosphatidylinositol 4-kinase type 2-alpha (Homo sapiens), Q9BTU6. purified PI4K2A, ADP-Glo luminescence, 1 h; stronger effect = lower value. 0.13% of 420,000 active; in the data active means activity change below about -50%; inconclusive means mostly about -30% to -49%;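 further: -100% = wells without enzyme as full effect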
Target sequence (Q9BTU6 whole entry, looked up): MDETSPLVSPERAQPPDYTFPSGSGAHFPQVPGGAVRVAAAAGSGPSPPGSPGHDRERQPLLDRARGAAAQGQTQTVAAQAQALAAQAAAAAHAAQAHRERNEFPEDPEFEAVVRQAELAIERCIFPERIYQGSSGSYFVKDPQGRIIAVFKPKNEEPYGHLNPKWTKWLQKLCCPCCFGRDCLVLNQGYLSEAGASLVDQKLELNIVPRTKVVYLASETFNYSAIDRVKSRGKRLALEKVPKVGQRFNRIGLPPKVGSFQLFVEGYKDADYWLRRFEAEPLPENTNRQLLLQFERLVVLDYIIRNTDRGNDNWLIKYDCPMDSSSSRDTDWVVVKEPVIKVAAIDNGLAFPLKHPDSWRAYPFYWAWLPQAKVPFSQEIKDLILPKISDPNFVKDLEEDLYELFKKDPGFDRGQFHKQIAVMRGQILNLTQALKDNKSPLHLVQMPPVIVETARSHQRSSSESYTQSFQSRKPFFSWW
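ADP-Glo luminescence measured ADP generated by PI4K2A enzyme (4 ug/mL before mixing) with 1.2 mM PI substrate (pre-mix) and 300 microM ATP (pre-mix). Tris pH7.5 buffer with MgCl2, Triton X-100; 1 h reaction at ambient temperature.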
BAZ2B block = qHTS Assay for Inhibitors of BAZ2B; Bromodomain adjacent to zinc finger domain protein 2B (Homo sapiens), Q9UIF8; AlphaScreen BAZ2B-H3K14Ac peptide displacement; Potency, µM (doses to about 114 µM), inactives show at the top dose activity change, negative = inhibition, hits mostly inhibitors; 4.4% of 360,000 active; further: potency means the concentration at half of the fitted maximal effect; on the % scale 0 is the no-effect control and ±100 the full control effect; nearly all actives have a fitted effect of over 60% in size
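Complex of BAZ2B and biotin-H3K14Ac (50 nM apiece) forms over 30 min at RT, then faces library compounds up to 110 uM for another 30 min; AlphaScreen beads added, 20 min dark incubation, luminescence read.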
HP1b binding inh = HTS for Inhibitors of HP1-beta Chromodomain Interactions with Methylated Histone Tails; Potency, µM (titrated, usually from 114 µM), without a hit: top-dose activity change, negative = inhibition, actives largely listed as inhibitors; AID 540317, 2011; AlphaScreen HP1-beta / biotin-H3K9me3 peptide binding; 0.56% of 390,000 active; further: potency means the concentration at half of the fitted maximal effect; nearly all actives have a fitted effect of over 70% in size; inactives centre near 23
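AlphaScreen: HP1-beta (50 nM) preformed 30 min with biotin-H3(1-18)K9me3 peptide (50 nM) in PBS pH 7.4, 0.01% Tween-20. Compound added for 30 min at RT, then streptavidin donor/nickel chelate acceptor beads (10 ug/mL) for 30 min.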
Tb PGK inh = qHTS Assay to Find Inhibitors of Phosphoglycerate Kinase; 0.043% of 380,000 active; Potency, µM (doses to about 57.5 µM), for the others: top-dose activity change, negative = inhibition, actives largely listed as inhibitors; Phosphoglycerate kinase, glycosomal (Trypanosoma brucei brucei), P07378; PGK/GAPDH coupled, Kinase-Glo luminescence, 60 min; further: potency means the concentration at half of the fitted maximal effect; on the % scale 0 is the no-effect control and ±100 the full control effect; nearly all actives have a fitted effect of over 60% in size
Target sequence (P07378 whole entry, looked up): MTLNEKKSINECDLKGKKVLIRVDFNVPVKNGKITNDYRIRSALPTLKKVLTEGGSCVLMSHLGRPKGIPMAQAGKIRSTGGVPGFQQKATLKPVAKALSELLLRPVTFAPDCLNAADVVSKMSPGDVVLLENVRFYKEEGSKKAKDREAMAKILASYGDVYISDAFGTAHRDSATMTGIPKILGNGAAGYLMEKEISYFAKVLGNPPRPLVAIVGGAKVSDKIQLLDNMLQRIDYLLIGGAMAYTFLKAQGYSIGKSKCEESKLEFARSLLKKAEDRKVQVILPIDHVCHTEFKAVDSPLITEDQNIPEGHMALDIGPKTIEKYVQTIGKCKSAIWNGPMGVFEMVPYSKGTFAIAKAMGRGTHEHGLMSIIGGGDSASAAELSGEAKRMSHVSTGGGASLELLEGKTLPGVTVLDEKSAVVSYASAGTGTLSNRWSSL
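Recombinant glycosomal PGK reaction used 1,3-bisphosphoglycerate generated in-well by GAPDH (100nM final) in 100mM TEA pH 7.6, 5mM MgCl2, 0.01% Tween-20. After 60 minutes at room temperature, ATP was read by Kinase-Glo Plus luminescence end-point.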
GLS inh = qHTS for Inhibitors of Glutaminase (GLS). 0.21% of 410,000 active. AID 624170, 2012. Potency, µM (series often up to 45.5 µM), inactives show at the top dose activity change, negative = inhibition, actives largely listed as inhibitors. GLS enzymatic activity, qHTS titration; further: potency means the concentration at half of the fitted maximal effect; on the % scale 0 is the no-effect control and ±100 the full control effect
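Coupled fluorescence readout: glutamate oxidase/HRP/Amplex Red detect glutamate formed by hKGA from L-glutamine (1 mM solution added). Buffer 45 mM KH2PO4 pH 8.2, 0.02% Tween-20; reads at t0 and 30 min RT.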
G9a block = qHTS Assay for Inhibitors of Histone Lysine Methyltransferase G9a. AID 504332, 2011. G9a H3K9 monomethylation, AlphaScreen, 2 h. 8.8% of 350,000 active. Potency, µM (top dose mostly 102 µM), inactives show at the highest dose activity, negative = inhibition, hits mostly inhibitors. Histone-lysine N-methyltransferase EHMT2 (Homo sapiens), Q96KQ7; further: potency means the concentration at half of the fitted maximal effect; on the % scale 0 is the no-effect control and ±100 the full control effect; nearly all actives have a fitted effect of over 75% in size
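Signal arises when biotinylated H3K9 peptide, once monomethylated, bridges streptavidin donor and antibody-captured acceptor beads. Enzyme at 20 nM was preincubated 15 min with test compounds; peptide 500 nM and SAM 20 uM then reacted for 2 h.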
Pin1 inh = qHTS Assay to Find Inhibitors of Pin1. Peptidyl-prolyl cis-trans isomerase NIMA-interacting 1 (Homo sapiens), Q13526. Pin1 FP peptide displacement, HiFluor488, 10 min. Potency, µM (series often up to 115 µM), for the others: at the top dose activity, negative = inhibition, usual class: inhibitors. 0.009% of 390,000 active. AID 504891, 2011; active means well fitted inhibition curve with a large enough effect in the polarisation, with a control signal flat, not every such curve was filed as active; inconclusive means small, poorly fitted or top-dose-only effect, or effect the other way, or a change in a side signal; inactive means no such curve, though single readings can be large or run the other way; the % refers to the polarisation; further: potency means the concentration at half of the fitted maximal effect; on the % scale 0 is the no-effect control and ±100 the full control effect
Target sequence (Q13526 whole entry, looked up): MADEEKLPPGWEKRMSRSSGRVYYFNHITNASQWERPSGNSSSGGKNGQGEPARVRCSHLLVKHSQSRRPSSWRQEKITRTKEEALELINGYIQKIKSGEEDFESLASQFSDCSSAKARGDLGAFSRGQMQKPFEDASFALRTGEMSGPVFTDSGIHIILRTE
An asterisk follows results filed as active; i = inactive; ? = inconclusive; nt = no result given; & = joins results of further samples; [ ] = another dose, or the depositor's remark. Unless noted, the call rests on the fitted dose curve; in most records, active means well fitted curve in the direction sought with a large enough effect; inconclusive means small, poorly fitted or top-dose-only effect, or another doubt; inactive means no such curve, though single readings can be large; an effect the other way counts as inactive or inconclusive. An unsorted share of the library. About 11% of those tested had a hit in this group.

entry	ERG-DNA inh	JMJD2A Tudor	PI4K2A block	BAZ2B block	HP1b binding inh	Tb PGK inh	GLS inh	G9a block	Pin1 inh	Molecule
1	-2%	45µM*	-7	25µM*	15%	-5%	8%	-1%	-1%	COc1ccc(Nc2nc(NN)nc(Nc3ccc(OC)cc3)n2)cc1
2	-6%	-10%	-8	7%	16%	-1%	9%	-6%[59 µM]	1%	Cc1ncc(S(=O)(=O)c2ccc(Cl)cc2)c(-c2ccccc2)n1
3	-6%	-6%	1	5%	32%	-2%	13%	nt	-5%	CCC(COC(C)=O)Nc1nc2c([nH]1)c(=O)n(C)c(=O)n2C (stereo not drawn)
4	-1%	-8%	3	nt	10%	10%	17%	nt	-2%	Cc1ccc(NC(=O)CN(C)C(=O)Cn2nnc(-c3ccccc3C)n2)cc1
5	-4%	-1%	1	?	24%	8%	24%	-7%	4%	Cc1ccc(C)c2c3c([nH]c12)-c1nonc1CC3
6	-3%	-11%	-13	?	33%	1%	1%	1%[59 µM]	14%	O=c1cc(COc2ccccc2Cl)nc2scc(-c3ccccc3)n12
7	8%	-21%	-2	6%	68%[activator]	-4%	8%	8%[0.0925 µM]	?	C(=C\c1cc(/C=C/c2ccccc2)ncn1)/c1ccccc1
8	-7%	-7%	-9	11%	13%	i	-2%	nt	-2%	COc1cc(CNC(=O)CCC(=O)N2C[C@H]3C[C@H](C2)c2cccc(=O)n2C3)cc(OC)c1OC
9	-8%	56µM*	-8	50µM*	-16%	-14%	-8%	?	-1%	CCOc1ccccc1N1CCN(S(=O)(=O)c2ccc3c4c(cccc24)C(=O)N3)CC1
10	11%	-30%	-2	-34%	24%	-11%	18%	-27%	0%	CC1CCN(S(=O)(=O)c2ccc3c(c2)oc(=O)n3CC(=O)NCc2ccc3c(c2)OCO3)CC1
11	-9%	-21%	3	2%	40%[activator]	0%	-12%	nt	1%	O=S(=O)(/N=C(/Nc1ccccn1)c1ccccc1)c1ccc(F)cc1
12	-13%	-7%	1	13%	22%	10%	18%	-6%[59 µM]	8%	O=C(CSc1nc2ccccc2o1)N1c2ccccc2Sc2ccc(C(F)(F)F)cc21
13	3%	-1%	6	2%	58%[activator]	-1%	-1%	23%[59 µM]	0%	COCC(=O)NC(c1ccccc1)c1ccccc1
14	-1%	-19%	-14	-7%	-9%	-1%	11%	7%[59 µM]	2%	Cc1cc(C)cc(Nc2cc(=O)n(C3CCCCC3)c(=O)[nH]2)c1
15	-1%	-15%	0	2%	16%	3%	5%	-8%	1%	COc1ccc(C(=O)Nc2ccc3oc(Cc4ccc(Cl)cc4)nc3c2)cc1OC
16	0%	-16%	3	-1%	-3%	-2%	-8%	-32%[59 µM]	-7%	Cc1ccc2c(c1)N(C(=O)N1CCC(C(=O)NCCc3ccccc3)CC1)CC(C)O2 (stereo not drawn)
17	5%	6%	2	0%	15%	-1%	-8%	3%	0%	Cc1cc(C)nc(N2CCCC(C(=O)NC3CC3)C2)n1 (stereo not drawn)
18	4%	50µM*	-1	79µM*	-2%	2%	28%	?	6%	C#CCOCCOCCOCCNc1nc(N2CCN(C(=O)[C@H]([C@@H](C)CC)n3cc([C@@H](N)Cc4ccc(O)cc4)nn3)CC2)nc(N2CCN(C(=O)[C@H](CCCCN)n3cc([C@@H](N)C(C)CC)nn3)CC2)n1 (stereo partly drawn)
19	79%[activator]	-17%	-3	?	5%	-10%	-7%	-9%[59 µM]	40%[activator]	CCN1C(=O)/C(=C/C=C2/Sc3ccc4ccccc4c3N2CCO)SC1=S
20	-2%	-15%	5	-4%	24%	1%	13%	-2%	3%	COc1ccc(-c2cc(C(=O)Nc3cc(C)on3)no2)cc1
21	8%	-12%	-2	16%[57.1 µM]	35%	1%	3%	2%[59 µM]	12%	CSc1ccc(CCNc2ncnc3onc(-c4ccc(Cl)cc4)c23)cc1
22	-2%	?	1	50µM*	5%	-6%	7%	-10%[59 µM]	-28%	O=C(Nc1ccc(Cl)c([N+](=O)[O-])c1)c1cnccn1
23	-2%	-22%	-4	2%	3%	-8%	5%	-30%	0%	CCN1CCN(c2ccc(S(=O)(=O)N3CCOCC3)cc2NC(=O)c2ccc(Cl)s2)CC1
24	-4%	-6%	0	-3%	39%	-14%	-15%	22%	1%	Cc1ccc(NC(=O)C(=O)NCCCN2CCOCC2)c(C)c1
25	3%	-14%	-3	79µM*	17%	4%	4%	?	3%	COc1ccc(OC)c(C(c2nnnn2CC2CCCO2)N2CCN(C)CC2)c1 (stereo not drawn)
26	10%	-4%	6	-2%	34%	1%	1%	13%[59 µM]	5%	Cc1cc(Br)c(NC(=O)COC(=O)CSc2nnc(-c3ccc(Cl)cc3)o2)c(Br)c1
27	-7%&8%	-15%&-17%	6&-2	5%	19%&17%	2%	2%&26%	6%	0%&-2%	CC1=C(C(=O)OCc2ccccc2)C(c2cccnc2)c2c(n(C)c(=O)n(C)c2=O)N1 (stereo not drawn)
28	-2%	2%	-2	nt	18%	4%	-1%	nt	-3%	O=C(COC(=O)c1ccc([N+](=O)[O-])cc1)Nc1cccnc1Cl
29	nt	-8%	6	5%	33%	0%	2%	17%	1%	Cc1cccc(OCc2nnc(SCC(=O)Nc3cccc(C(=O)N4CCOCC4)c3)n2C)c1C
30	2%	-10%	0	-16%	2%	-4%	3%	?	?	Cc1ccc(NC(=O)c2cccc(NC(=O)N3CCSc4ncccc43)c2)cc1Cl
31	-2%	-1%	3	-1%	41%	2%	-4%	6%	0%	CN(C)c1nnc(-c2ccc(Cl)cc2)o1
32	0%	-1%	-7	2%	34%[activator]	-10%	5%	-7%[59 µM]	-3%	COc1cccc(C2(O)CCN(C(=O)C(C)C)CC2)c1

Profiles, looked up by structure. Screens in order: ERG-DNA inh	JMJD2A Tudor	PI4K2A block	BAZ2B block	HP1b binding inh	Tb PGK inh	GLS inh	G9a block	Pin1 inh
`Cc1cccc(OCc2nnc(SCC(=O)Nc3cccc(C(=O)N4CCOCC4)c3)n2C)c1C` is listed as nt	-8%	6	5%	33%	0%	2%	17%	1%
`O=C(COC(=O)c1ccc([N+](=O)[O-])cc1)Nc1cccnc1Cl` is listed as -2%	2%	-2	nt	18%	4%	-1%	nt	-3%
`Cc1ccc(NC(=O)c2cccc(NC(=O)N3CCSc4ncccc43)c2)cc1Cl` is listed as 2%	-10%	0	-16%	2%	-4%	3%	?	?

(more compounds)
entry	ERG-DNA inh	JMJD2A Tudor	PI4K2A block	BAZ2B block	HP1b binding inh	Tb PGK inh	GLS inh	G9a block	Pin1 inh	Molecule
33	-19%	-16%	-1	-1%	37%	-4%	-9%	-9%[59 µM]	-7%	Cc1ccc(C(=O)N2CCN(Cc3nc4sc5c(c4c(=O)[nH]3)CCCC5)CC2)cc1
34	5%	-21%	6	-4%	12%	i	6%	nt	-6%	CC(c1nccs1)N(C)C(=O)c1ccc(OC2CCN(CCc3ccccc3)CC2)cc1 (stereo not drawn)
35	-3%	-1%	-5	-3%	38%[activator]	i	-11%	-12%	-7%	CCN(CC)CCNS(=O)(=O)c1ccc2c3c(cccc13)C(=O)N2
36	-4%	-23%	4	2%	28%	i	-11%	0%	-3%	COc1cccc(OC)c1C(=O)N1CCN(C(=O)c2ccc(-c3ccccc3)cc2)CC1
37	-5%	-7%	-5	11%	24%	-1%	0%	33%[activator][12.7 µM]	-1%	Cc1nc(SCC(=O)NC2CCCCC2)[nH]c(=O)c1C
38	-1%	-9%	1	-31%	58%[activator]	0%	-1%	14%	1%	CC(C)[C@H]1COCCS(=O)(=O)N1Cc1cccc(Cl)c1
39	15%	-10%	-3	6%	54%[activator]	-9%	-10%	-24%	1%	C=CCSc1nsc(NC(=O)Nc2cccc(C(C)=O)c2)n1
40	-7%	-29%	-2	10%	7%	-7%	28%	?	3%	O=C(CSc1nnc(-c2ccccc2O)n1Cc1ccccc1)NNC(=O)c1ccccc1O
41	-4%	7%	-2	-7%	30%	6%	0%	-5%	-1%	Cc1ccc2[nH]c(=O)c3cc(C(=O)N(C)c4ccccc4C)sc3c2c1
42	-14%	-28%	6	-4%	11%	nt	-3%	16%[59 µM]	-6%	Cc1cn(C2OC(COC(=O)c3ccccc3)C(OC(=O)c3ccccc3)C2OC(=O)c2ccccc2)c(=O)[nH]c1=O (stereo not drawn)

Of the compounds above, two have a nitro group on carbon.
entry	ERG-DNA inh	JMJD2A Tudor	PI4K2A block	BAZ2B block	HP1b binding inh	Tb PGK inh	GLS inh	G9a block	Pin1 inh	Molecule
22	-2%	?	1	50µM*	5%	-6%	7%	-10%[59 µM]	-28%	O=C(Nc1ccc(Cl)c([N+](=O)[O-])c1)c1cnccn1
28	-2%	2%	-2	nt	18%	4%	-1%	nt	-3%	O=C(COC(=O)c1ccc([N+](=O)[O-])cc1)Nc1cccnc1Cl
